Assay outcomes deposited in PubChem BioAssay by National Center for Advancing Translational Sciences (NCATS).
TR SRC2 fluor cs = counter-screen for TRb-SRC2 inhibitors: fluorescence interference; hit rate 0.29% among 280,000; TRb/SRC2 Texas Red total fluorescence interference; Potency, µM (top dose mostly 106 µM), for inactives: at the highest dose fluorescence change, negative = quenching; active = well fitted curve in either direction with a large enough effect; inconclusive = small, poorly fitted or top-dose-only effect; note: potency is the fitted concentration of half-maximal effect; % is set by controls: 0 for no effect and ±100 for the full control effect
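Human TRb ligand-binding domain at 0.6 uM with 20 nM Texas Red SRC2 peptide in Tris buffer containing 1 uM T3 and 5% DMSO, incubated with compound 5 h at ambient temperature. Total fluorescence (555/632 nm) calculated as parallel + 2 × perpendicular.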
TRb SRC2 PPI = TRbeta-SRC2 interaction inhibition. P10828. hit rate 0.065% among 280,000. AID 1469. TRbeta-SRC2 peptide binding, fluorescence polarization; receptor liganded with 1 µM T3. Potency, µM (doses to about 106 µM), inactives show top-dose activity change, negative = inhibition, most hits filed as inhibitors;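 note: potency is the fitted concentration of half-maximal effect; plate controls were bound peptide for no effect and peptide without receptor for full effect; nearly all actives have a fitted effect of over 50% in size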
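Fluorescence polarization of 20 nM Texas Red SRC2 peptide with 0.6 uM human TRb ligand-binding domain, in Tris buffer with 1uM T3 and 5% DMSO. Incubated 5 hr ambient; normalized to unbound and bound controls.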
Tau fluor cs = counter-screen for tau fibril formation inhibitors; tau K18 P301L Alexa594 fluorescence, heparin fibrillization; Potency, µM (highest dose often 57.7 µM), for inactives: at the highest dose activity change, negative = decrease; hit rate 0.93% among 280,000; note: potency is the fitted concentration of half-maximal effect; % is set by controls: 0 for no effect and ±100 for the full control effect; nearly all actives have a fitted effect of over 55% in size
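Human tau K18 P301L (15 uM unlabeled, 0.24 uM Alexa 594-labeled) in 100 mM sodium acetate pH 7 with 20 uM heparin, 6 hr at 37 C. ThT 30 uM added, 1 hr ambient; Alexa 594 FP and total fluorescence read at 555/632 nm.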
Epigenetic reg = epigenetic control regulation, reporter derepression | murine LDR cells, GFP reporter derepression, 30 h | Potency, µM (highest dose often 53.9 µM), inactives show at the top dose GFP activation, hits mostly activators | hit rate 0.2% among 280,000; note: potency is the fitted concentration of half-maximal effect; % of control where 0% means no effect; nearly all actives have a fitted effect of over 60% in size
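Murine LDR cells carrying a silenced, genomically integrated CMV-driven GFP reporter were exposed to compound for 30 hours at 37 C. After PBS washes, GFP-positive cells (20–120 um objects) were counted by laser-scanning microplate cytometry.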
NPSR antagonist = neuropeptide S receptor (human) antagonism, cAMP; CHO-NPSR cells, cAMP TR-FRET, antagonist mode; AID 1461; hit rate 1% among 220,000; Potency, µM (titrated, usually from 38.3 µM), without a hit: at the top dose activity change, negative = inhibition, most hits filed as inhibitors; note: potency is the fitted concentration of half-maximal effect; % is set by controls: 0 for no effect and ±100 for the full control effect; nearly all actives have a fitted effect of over 50% in size; many of its hits are not listed in these tables
Target sequence (Q6W5P4 whole entry, looked up): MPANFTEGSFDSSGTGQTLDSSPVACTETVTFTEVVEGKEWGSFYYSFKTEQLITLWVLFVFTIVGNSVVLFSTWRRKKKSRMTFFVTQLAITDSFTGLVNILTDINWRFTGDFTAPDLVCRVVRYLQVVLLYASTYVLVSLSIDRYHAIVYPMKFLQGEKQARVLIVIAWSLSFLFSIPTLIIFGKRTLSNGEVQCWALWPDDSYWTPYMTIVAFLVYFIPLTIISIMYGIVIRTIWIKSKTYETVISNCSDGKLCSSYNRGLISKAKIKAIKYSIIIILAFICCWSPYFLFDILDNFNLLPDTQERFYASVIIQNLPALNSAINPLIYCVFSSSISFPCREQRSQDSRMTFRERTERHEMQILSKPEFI
CBFb RUNX1 block = blocks binding between human CBF-beta and RUNX1 | Q01196+Q13951 | AlphaScreen CBFb-His/RUNX1-biotin binding, biochemical | Potency, µM (doses to about 59.8 µM), without a hit: top-dose activity, negative = inhibition, usual class: inhibitors | 230,000 tested, under 10 active | AID 1477; note: % of control where 0% means no effect
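AlphaScreen binding: CBFb-His and RUNX1-biotin (30 nM each) preincubated 20 min, compound added for 15 min, then nickel and streptavidin beads for 90 min, all at room temperature. Disruption of the interaction by any mechanism counts as activity.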
Tau FP inhib = inhibitors of human tau fibril formation | K18 P301L tau heparin fibrillization, Alexa594 FP, 6 h | Potency, µM (highest dose often 57.7 µM), for the others: at the top dose activity, negative = inhibition, usual class: inhibitors | P10636 | hit rate 0.39% among 280,000 | AID 1468; note: potency is the fitted concentration of half-maximal effect; % is set by controls: 0 for no effect and ±100 for the full control effect; nearly all actives have a fitted effect of over 55% in size
Target sequence (P10636 561-689 P618L limits assumed): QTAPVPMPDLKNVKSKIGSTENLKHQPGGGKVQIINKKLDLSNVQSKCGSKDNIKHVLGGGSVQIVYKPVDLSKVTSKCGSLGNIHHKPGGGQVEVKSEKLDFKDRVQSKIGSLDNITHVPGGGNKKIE
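Heparin (20 uM) drove fibril formation of recombinant tau K18 P301L, 15 uM unlabeled with 0.24 uM Alexa 594 label, for 6 hr at 37 C in 100 mM sodium acetate pH 7. Fluorescence polarization (555/632 nm) read 1 hr after 30 uM ThT.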
GLA spleen mod = inhibits or activates alpha-galactosidase in human spleen homogenate. human spleen homogenate, 4MU-alpha-Gal fluorescence, 40 min. Potency, µM (highest dose often 80 µM), for inactives: at the highest dose activity change, negative = inhibition, usual class: inhibitors. hit rate 0.008% among 240,000. AID 2107;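 note: potency is the fitted concentration of half-maximal effect; 0% = enzyme with vehicle and -100% = no enzyme basal signal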
Target sequence (P06280 32-429 limits assumed): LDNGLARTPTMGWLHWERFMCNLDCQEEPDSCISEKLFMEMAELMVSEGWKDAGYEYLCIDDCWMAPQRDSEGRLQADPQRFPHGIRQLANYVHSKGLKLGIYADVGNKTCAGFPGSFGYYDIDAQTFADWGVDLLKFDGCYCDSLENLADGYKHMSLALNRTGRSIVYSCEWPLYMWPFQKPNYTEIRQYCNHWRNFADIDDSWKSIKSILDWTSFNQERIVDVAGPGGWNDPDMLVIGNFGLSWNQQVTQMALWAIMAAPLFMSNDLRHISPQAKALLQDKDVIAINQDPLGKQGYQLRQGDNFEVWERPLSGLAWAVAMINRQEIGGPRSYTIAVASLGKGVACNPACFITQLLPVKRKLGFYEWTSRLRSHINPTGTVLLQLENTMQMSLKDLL
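Spleen homogenate 1 ug + cpd (titration) + 4-MU-alpha-D-galactopyranoside 1 mM; 37C 40 min; 50 mM citrate/phosphate pH 5.0, 0.01% Tween-20; stop pH 10; fluorescence 365/440; AC50 via Hill.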
An asterisk follows results filed as active; ? = inconclusive; . = no result given; [ ] = another dose, or the depositor's remark. Unless noted, calls come from the whole dose curve; as a rule, active = well fitted curve in the direction sought with a large enough effect; inconclusive = small, poorly fitted or top-dose-only effect, or another doubt; inactive = no such curve, though single readings can be large; an effect the other way counts as inactive or inconclusive.

Screens in order – TR SRC2 fluor cs | TRb SRC2 PPI | Tau fluor cs | Epigenetic reg | NPSR antagonist | CBFb RUNX1 block | Tau FP inhib | GLA spleen mod
> CC[N+]1(CC)CC2=Cc3c(ccc4ccccc34)C(C)C2C1 (stereo not given)
→ -1% | 2% | -7% | 0.8% | -16% | 3% | -5% | 3%
> O=C(Nc1ccccc1C(F)(F)F)c1cc(-c2ccccc2O)on1
→ 0% | -7% | -3% | -0.8% | -8%[46.1 µM] | 0% | -5% | -4%
> O=S(=O)(CCc1nc2ccccc2[nH]1)c1ccc(Br)cc1
→ -2% | 1% | 4% | -2.2% | 6% | 0% | -6% | 2%
> O=C(Nc1ccccc1C(=O)NCc1cccnc1)c1ccco1
→ 0% | -16% | 6% | -4.6% | -17%[46.1 µM] | 2% | -1% | -3%
> COc1ccc(-c2nnc(SCC(=O)Nc3cc(S(=O)(=O)N4CCCCC4)ccc3Cl)n2N)cc1
→ -1% | -2% | -22% | -1.8% | 12% | -8% | -3% | 3%
> CCn1c(CNC(=O)c2ccco2)nnc1SCC(=O)c1ccccc1
→ 1% | 5% | 0% | 0.0% | -22% | 2% | -6% | 4%
> CCC(C)NC(=O)CSc1nnc(-c2cc(-c3cccs3)nc3ccccc23)o1 (stereo not given)
→ 0% | 0% | ? | 4.8% | -24%[46.1 µM] | 0% | ? | -2%
> COc1ccc2nc(N3CCCC(C(=O)NCCCN4CCN(C)CC4)C3)sc2c1 (stereo not given)
→ 3% | 5% | -3% | -1.2% | -13%[46.1 µM] | 0% | 4% | 10%
> Cc1ccc(-n2c(-c3ccccc3)n[nH]c2=S)cc1
→ 2% | -10% | -2% | -1.2% | -1%[46.1 µM] | -6% | -1% | 2%
> CCCc1cc(=O)oc2cc(C)c(CN3CCCC3)c(O)c12
→ -19% | 4% | -10% | -1.0% | -3%[46.1 µM] | . | -9% | 14%
> CCNC(=S)N1CCN(C(=O)C(Cc2ccccc2)NC(C)=O)CC1 (stereo not given)
→ -3% | 2% | 1% | -3.6% | 30% | 10% | 0% | -3%
> O=C(NCc1cccc(Cl)c1)c1ccc2c(c1)nc1n2CCOC1
→ -1% | -10% | 0% | 1.9% | . | . | -2% | .
> C/C(N)=N\S(=O)(=O)c1ccc(Cl)cc1
→ -4% | -3% | -20% | 2.1% | -6%[46.1 µM] | 5% | -7% | -7%
> Cn1c(=O)c2c(nc3n2CCS3)n(C)c1=O
→ 1% | -5% | 2% | 1.0% | -10% | 4% | 2% | 3%
> CCn1c(C)csc1=NC(=O)c1ccccc1
→ 2% | -1% | -4% | -1.1% | -3%[46.1 µM] | 4% | 1% | 12%

Three compounds from above, ordered by formula weight, lowest first.
Screens in order – TR SRC2 fluor cs | TRb SRC2 PPI | Tau fluor cs | Epigenetic reg | NPSR antagonist | CBFb RUNX1 block | Tau FP inhib | GLA spleen mod
> Cn1c(=O)c2c(nc3n2CCS3)n(C)c1=O
→ 1% | -5% | 2% | 1.0% | -10% | 4% | 2% | 3%
> Cc1ccc(-n2c(-c3ccccc3)n[nH]c2=S)cc1
→ 2% | -10% | -2% | -1.2% | -1%[46.1 µM] | -6% | -1% | 2%
> O=S(=O)(CCc1nc2ccccc2[nH]1)c1ccc(Br)cc1
→ -2% | 1% | 4% | -2.2% | 6% | 0% | -6% | 2%

(list continues)
Screens in order – TR SRC2 fluor cs | TRb SRC2 PPI | Tau fluor cs | Epigenetic reg | NPSR antagonist | CBFb RUNX1 block | Tau FP inhib | GLA spleen mod
> Cc1ccc(C(=O)c2ccccc2C(=O)O)c(O)c1
→ 1% | 0% | -2% | 1.0% | -5%[46.1 µM] | 1% | -6% | 2%
> CCOc1cc(C)nc(N2CCC(C(=O)Nc3ccccc3OCC)CC2)n1
→ -7% | -2% | -12% | 2.2% | -8%[46.1 µM] | 6% | -13% | -1%
> CCOc1ccc(NC(=O)c2ccc3c(c2)CCN3S(=O)(=O)CC)cc1
→ -1% | 2% | -15% | -1.7% | . | . | 9% | .
> COc1cc(C)cc(C(=O)O)c1C1=C(O)c2cccc(O)c2C(=O)C1=O
→ -6% | -4% | -20% | 1.3% | 12% | -21% | -1% | 4%
> O=C(COc1ccc(Br)cc1)NCCO
→ 1% | -3% | 5% | -1.6% | 13% | 6% | -3% | 9%
> O=S(=O)(c1ccc(Br)cc1)c1nnn2c1nc(NCCc1ccccc1)c1sccc12
→ 0% | -1% | -13% | 1.4% | . | . | ? | .
> O=C(CCN1C(=O)c2ccccc2C1=O)NCc1ccco1
→ -1% | 7% | 8% | -1.0% | 0%[46.1 µM] | -4% | 0% | 1%
> CCn1c(N2CCN(S(=O)(=O)c3ccc(F)cc3)CC2)nc2ccccc21
→ -2% | -8% | -4% | 0.9% | -30% | -4% | -4% | -8%
> COc1c(O)ccc2cnn(-c3ccccc3C)c(=O)c12
→ -3% | 6% | 1% | -1.2% | -10%[46.1 µM] | 1% | -2% | 1%
> Cc1cc(/C=C2\NC(=O)NC2=O)c(C)n1-c1ccc(N2CCOCC2)cc1
→ -3% | -3% | ? | 1.2% | 29% | ? | ? | -6%
> O=C(CN1C(=O)c2cccc3cccc1c23)Nc1ccc(S(=O)(=O)N2CCOCC2)cc1
→ 1% | 0% | ? | -1.2% | -13%[46.1 µM] | 22% | ? | 6%
> Cc1ccc(C(=O)N/C(=C\c2ccccc2)C(=O)OCc2ccccc2)cc1
→ 0% | 0% | -11% | 0.0% | -38% | 16% | 11% | 3%
> S=c1[nH]nc(CCc2ccccc2)n1Cc1ccccc1
→ -4% | -1% | -12% | -0.3% | -7%[46.1 µM] | -6% | -5% | 10%
> COc1cccc(NC(=O)C(Cc2ccccc2)n2cccc2)c1 (stereo not given)
→ -1% | 7% | -17% | -0.4% | -21% | -2% | -10% | 14%
> Cc1cc(C)c(OCC(=O)Nc2ccc(NC(=O)c3ccco3)cc2)c([N+](=O)[O-])c1
→ -4% | 3% | -11% | -5.7% | -3% | 2% | 3% | -3%
> Cc1c(C(=O)Nc2ccncc2)sc2nc(-c3ccccc3)cn12
→ -4% | -1% | -5% | 0.0% | -1%[46.1 µM] | ? | -2% | 14%
> Cc1ccccc1CNC(=O)c1ccc(NC(=O)N2CCCCc3ccccc32)cc1
→ -5% | 1% | 9% | 0.0% | . | . | 0% | .
> CCOc1ccccc1C1C(C#N)=C(N)Oc2cc(N)ccc21 (stereo not given)
→ 0% | -1% | -20% | -3.1% | 5%[46.1 µM] | -2% | ? | 5%
> Cc1ccc(S(=O)(=O)N2CC(=O)Nc3ccccc32)cc1
→ 3% | -5% | -4% | -1.1% | 1%[46.1 µM] | 4% | 14% | -1%
> NCCCC[C@H]1CNC(=O)C(=O)N1CCC12CC3CC(CC(C3)C1)C2
→ 0% | -6% | -4% | -2.2% | 15% | 7% | 6% | -2%
> COc1ccccc1NCc1cccn1-c1nnc(N2CCCCCC2)s1
→ -1% | 3% | -27% | -0.4% | . | . | 1% | .
> Cc1cc(C)cc(NC(=S)NCC2CCN(C(C)c3ccccc3)C2)c1 (stereo not given)
→ 1% | 3% | -26% | -1.3% | -23% | -5% | -6% | 4%
> Nc1ccc2nc(SCC(=O)N3CCN(c4ccccc4)CC3)sc2c1
→ -1% | 2% | ? | -2.4% | 2% | 11% | 10% | 0%
> COCCNC(=O)CSc1nnc(-c2ccc(OC)c(OC)c2)c(-c2ccc(OC)c(OC)c2)n1
→ 1% | 2% | -10% | -0.5% | . | . | -6% | .
> O=c1ccc(-c2n[nH]c(=S)n2-c2ccc(F)c(Cl)c2)n[nH]1
→ -4% | 0% | -6% | -0.4% | 15% | 1% | -12% | 0%
> COC(=O)Cc1ccc(OCC(=O)Nc2ccc(OC(F)(F)F)cc2)cc1
→ 0%[53 µM] | 2%[53 µM] | -5% | -1.3% | 1% | 2% | -1% | -2%
> CCOc1[nH]n(-c2ccc(Cl)cc2)c(=O)c1C=Nc1ccc(O)cc1
→ -7% | ? | ? | 3.2% | -10%[46.1 µM] | -15% | -9% | -18%
> CCOC(=O)c1ccc(-c2ccc(/C=N/NC(=O)CN(c3ccccc3Br)S(C)(=O)=O)o2)cc1
→ -4% | -1% | ? | 0.0% | -47% | -7% | ? | -4%
> CCOc1ccc(C(=O)NCCc2sc(-c3ccc(OC)c(OC)c3)nc2C)cc1
→ ? | -2% | -11% | 0.0% | . | . | -3% | .
> CCC/C=C(\CCC)C(NC(=O)CCc1ccccc1)c1ccc(C(F)(F)F)cc1 (stereo not given)
→ -2% | 1% | -9% | -0.8% | . | ? | -1% | -4%
> COCCNC(=O)/C(C#N)=C/c1cccc(/C=C(\C#N)C(=O)NCCOC)c1
→ -1% | -4% | 8% | ? | 0% | 2% | 6% | 0%
> Cc1ccc(-c2nnc3c4ccccc4c(C)nn23)cc1NC(=O)c1cccc(Br)c1
→ -2% | 0% | -10% | 1.9% | . | . | -2% | .
> COc1ccc(CNC(=O)COCc2cc(-c3cccs3)on2)cc1
→ 4% | -4% | -6% | 0.0% | . | . | -7% | .
> O=S(=O)(c1ccccc1)N1CCN=C1SCc1ccccc1
→ 0% | 3% | -27% | 1.1% | -6% | 5% | -3% | -1%
> O=C(O)CC1C(=O)NCCN1C/C=C/c1ccccc1 (stereo not given)
→ 0% | -12% | 0% | -0.8% | -9%[46.1 µM] | 6% | 1% | 0%
> COC(=O)c1c(C)[nH]c(C=O)c1-c1ccccc1
→ -1% | 0% | -11% | 0.5% | -8% | -4% | 7% | -10%
> Cc1ccc(S(=O)(=O)C(C#N)c2nc3ccccc3nc2N2CCCCC2)cc1 (stereo not given)
→ 5% | -2% | -3% | -3.9% | -7%[46.1 µM] | -14% | 6% | 3%
> CCC(=O)Nc1cccc(C(=O)/C=C/c2ccccc2)c1
→ -1% | -8% | 1% | ? | -14%[46.1 µM] | -2% | 3% | 2%
> O=S(=O)(Nc1ccccc1O)c1ccc(-c2ccccc2)cc1
→ -2% | 3% | ? | 0.1% | -20% | -4% | 1% | -1%
> O=C1NC2(CCCCCC2)Oc2ccccc21
→ 2% | -1% | 4% | -3.1% | 11% | -3% | 2% | 2%

The list is partial; rates above refer to the full screens.
